Scp1 inh = Scp-1 (human) phosphatase inhibition; Q9GZU7; Recombinant Scp1, phosphopeptide, malachite green phosphate absorbance; inhibition, % at 20 µM; 340,000 compounds, 0.88% hits;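 active = inhibition above about 50% at 20 µM, limit read from the data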;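 note: plate controls were DMSO wells with enzyme for no effect and wells lacking enzyme for full effect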
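Test system: SCP-1 phosphatase catalytic domain, residues 76-261 | Compound dosing: One concentration, 20 µM, with 1.0% DMSO | Schedule: 45 min room-temperature reaction, 5 min colour, 30 min stabiliser | Detection: Absorbance at 630 nm | Read-out basis: % inhibition of SCP-1 phosphate liberation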
DNMT1 inh = blocks human DNA methyltransferase DNMT1 | P26358 | DNMT1 molecular beacon, Hinp1I cleavage, fluorescence | inhibition (reported as % activation of signal), % at 10 µM | 360,000 compounds, 0.83% hits | AID 588458; in the data active = inhibition above about 50%
Target sequence (P26358 504-1616 limits assumed): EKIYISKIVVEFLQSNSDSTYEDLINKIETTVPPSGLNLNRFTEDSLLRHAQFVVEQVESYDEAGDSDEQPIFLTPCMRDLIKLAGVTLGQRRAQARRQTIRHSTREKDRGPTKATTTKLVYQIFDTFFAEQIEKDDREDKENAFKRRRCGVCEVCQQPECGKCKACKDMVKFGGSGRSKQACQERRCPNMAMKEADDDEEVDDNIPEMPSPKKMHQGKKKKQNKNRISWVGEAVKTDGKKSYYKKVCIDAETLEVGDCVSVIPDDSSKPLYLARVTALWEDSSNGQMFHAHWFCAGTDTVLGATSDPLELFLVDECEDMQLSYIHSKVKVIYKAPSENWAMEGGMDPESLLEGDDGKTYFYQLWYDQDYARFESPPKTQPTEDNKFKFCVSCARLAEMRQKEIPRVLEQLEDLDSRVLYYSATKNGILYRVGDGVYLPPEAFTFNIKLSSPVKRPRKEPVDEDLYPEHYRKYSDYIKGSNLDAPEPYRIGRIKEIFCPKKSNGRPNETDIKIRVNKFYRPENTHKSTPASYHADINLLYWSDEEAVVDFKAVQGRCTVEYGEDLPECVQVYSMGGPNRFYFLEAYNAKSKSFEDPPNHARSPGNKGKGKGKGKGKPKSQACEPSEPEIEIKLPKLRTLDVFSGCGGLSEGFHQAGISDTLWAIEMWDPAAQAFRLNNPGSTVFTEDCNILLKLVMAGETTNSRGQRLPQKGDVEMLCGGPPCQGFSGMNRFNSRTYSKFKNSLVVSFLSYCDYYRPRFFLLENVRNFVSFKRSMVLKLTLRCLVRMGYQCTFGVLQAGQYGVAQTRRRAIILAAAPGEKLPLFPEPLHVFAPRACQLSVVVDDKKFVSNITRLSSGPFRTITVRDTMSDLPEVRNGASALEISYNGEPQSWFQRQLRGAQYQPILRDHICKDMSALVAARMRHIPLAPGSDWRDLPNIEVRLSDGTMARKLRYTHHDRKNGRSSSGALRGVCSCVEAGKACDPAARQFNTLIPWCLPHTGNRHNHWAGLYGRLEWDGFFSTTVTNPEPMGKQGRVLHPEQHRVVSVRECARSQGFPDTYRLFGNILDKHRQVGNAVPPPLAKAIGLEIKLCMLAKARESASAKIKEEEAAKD
MsrA inh = inhibitors of bovine MsrA. 360,000 compounds, 0.75% hits. purified bovine MsrA, absorbance read-out. AID 651718. inhibition, % at 15.5 µM; in the data active = inhibition above about 4.5%;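 note: 0% = vehicle wells with enzyme and 100% = reference inhibitor wells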
LMPTP block = LMPTP (human) inhibition; P24666; recombinant LMPTP-A, OMFP fluorogenic substrate, fluorescence intensity; inhibition, % at 20 µM; 360,000 compounds, 0.22% hits; AID 651560;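 active = compounds that cut the enzyme signal by at least half of the control window in the single-dose screen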;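 note: plate controls were DMSO wells with enzyme plus substrate for no effect and substrate without enzyme for full effect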
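Material: LMPTP-A; amount: 0.625 nM enzyme; doses: single 20 µM dose; times: reaction 50 min, room temperature, dark; technique: fluorescence intensity of OMFP turnover product; benchmarks: no-enzyme and uninhibited controls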
STEP inh = blocks human striatal-enriched tyrosine phosphatase. recombinant STEP, OMFP fluorogenic substrate, fluorescence. inhibition, % at 20 µM. 360,000 compounds, 0.25% hits. P54829;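 active = inhibition at 20 µM, scaled per plate between control wells, above about 37%, limit read from the data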;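 note: 0% = DMSO with enzyme and substrate and 100% = substrate only without enzyme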
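Assay system: isolated STEP enzyme / Timing: 20 min at room temperature, dark / Doses: 20 µM, 1% DMSO / Technique: fluorescence intensity, excitation 480 nm, emission 540 nm / Reagent: fluorogenic phosphatase substrate OMFP at 25 µM final / Measure: percent inhibition scaled to no-enzyme and uninhibited-enzyme controls, plate-pattern corrected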
Tb MetRS inh = blocks T. brucei methionyl-tRNA synthetase activity. inhibition, % at 11.9 µM. 360,000 compounds, 0.4% hits. purified T. brucei MetRS, ATP depletion, Kinase-Glo luminescence. AID 624268;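 active = inhibition above a per-plate cutoff of the control wells' mean inhibition plus 3 SD, cut at about 5.5% in these data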;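 note: 0% = DMSO wells median and 100% = median of wells with control inhibitor compound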
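Dosing: 11.9 µM compound single dose, 0.9% DMSO; Assay system: purified T. brucei MetRS enzyme; Measured by: Kinase-Glo luciferase luminescence reporting remaining unconsumed ATP; Schedule: 15 min plus 2 h at 25 °C.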
CendR NRP1 mod = modulators of CendR peptide binding to human neuropilin-1; O14786; FAM-RPARPAR peptide binding to NRP-1, fluorescence polarization; inhibition, % at 25 µM; 360,000 compounds, 0.85% hits;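 active = inhibition or corrected inhibition above about 18%, plus a signal ratio from 0.5 to 1.5, limit read from the data, passing the limit was not always enough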; note: strong numbers were not always called active
eLon inh = inhibits E. coli Lon protease; P0A9M0; purified E. coli Lon protease, fluorescence polarization; inhibition, % at 7.94 µM; 360,000 compounds, 0.42% hits; AID 602123; in the data active = inhibition above about 13%, passing the limit was not always enough;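 note: 0% = enzyme with probe and DMSO and 100% = no enzyme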
SUMO1-SIM PPI = SUMO1-SIM interaction modulation; 360,000 compounds, 0.33% hits; inhibition, % at 20 µM; AID 602429; SUMO1 binding to a labelled peptide, TR-FRET, 1 h; P63165; in the data active = inhibition above about 37%
bovine MsrA act = activates bovine MsrA enzyme. purified bovine MsrA, absorbance read-out. activation, % at 10.6 µM. 360,000 compounds, 0.3% hits. AID 602163; in the data active = activation above about 7.5%;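 note: 0% = vehicle and 100% = reference activator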
Starred values were filed as active, the others as inactive; x = not tested or not shown. Compounds as they come (roughly 4.3% active in at least one column).

nr	compound	Scp1 inh	DNMT1 inh	MsrA inh	LMPTP block	STEP inh	Tb MetRS inh	CendR NRP1 mod	eLon inh	SUMO1-SIM PPI	bovine MsrA act
1	Cc1ccc(-n2nc(CN3CCOCC3)c(-c3ccccc3)c2N)c(C)c1	4	5	-1.1	-2.9	-1	-0.9	-5	-2	-3	-8
2	O=C(CN1C(=O)NC2(CCCCCC2)C1=O)N1CCN(S(=O)(=O)c2ccc(Cl)cc2)CC1	-4	4	-1.3	-1.4	2	-0.7	-5	-4	-4	-4
3	COc1ccc(OC)c(/C=N/NC(=O)Cc2nc3ccccc3[nH]2)c1	-5	3	1.3	-0.7	0	-0.3	2	4	-16	-9
4	COC/C=C/C1=CC2=CC(=O)C(C)(OC(=O)c3cnc4ccccc4n3)C(=O)C2=CN1Cc1ccc(OC)cc1 (centres undefined)	-2	2	0.0	15	6	-0.1	37*	-13	-14	-2
5	CSc1nnc(-c2ccc(S(=O)(=O)N3CCOCC3)cc2)n1C	-1	6	-1.2	-1.0	0	0.0	10	4	-2	-1
6	COc1ccc(OC)c(NC(=O)Cn2cnc3c(cnn3-c3ccccc3)c2=O)c1	-9	-4	-1.2	1.2	2	-0.5	-6	3	2	0
7	COc1ccccc1C(O)P(=O)(OC(C)C)c1ccc(N(C)C)cc1 (centres undefined)	-2	11	-0.1	0.1	1	-1.0	-1	9	2	-10
8	O=C(COc1ccc(F)c(Cl)c1)N1CCCCCCC1	-3	0	-0.6	-1.2	0	0.4	-7	-12	2	0
9	COc1ccccc1NC(=O)CNC(=O)Cn1c(C)cc2ccccc2c1=O	5	-2	0.5	0.0	-1	-1.9	3	10	6	-13
10	COc1ccc(CNC(=S)N2CCN(Cc3ccccc3)CC2)cc1	3	-3	0.0	0.8	10	1.4	20	-3	4	-2
11	COCCNC(=O)c1cccc(OC2CCN(Cc3ccc(F)cc3OC)CC2)c1	-4	3	-0.6	-0.1	-3	-0.9	0	-7	-1	-5
12	O=C(Nc1cccc(NC(=O)c2c(F)cccc2F)n1)c1c(F)cccc1F	-9	3	-0.1	-0.8	3	-1.0	4	8	-1	-8
13	COc1ccc([N+](=O)[O-])cc1NC(=O)CN(C)S(=O)(=O)c1ccccc1	-11	-5	0.6	0.2	0	0.7	8	2	-12	-3
14	O=C(NCc1ccc2c(c1)OCO2)C1CC(=O)N(C2CCCCCCC2)C1 (centres undefined)	21	10	3.2	0.0	-1	0.5	-18	3	4	0
15	Cc1cc(C(=O)Cn2nnc3ccccc3c2=O)c(C)n1-c1ccccc1F	-7	-4	-0.4	-0.3	4	-1.4	-6	-4	-15	-14
16	COc1ccc(C)cc1NC(=O)COC(=O)c1c(C)noc1C	-6	3	0.2	0.4	1	-0.9	-8	5	7	-2
17	CCOC(=O)c1c(NC(=O)c2c(C)noc2C)sc2c1CCCCC2	3	1	x	-1.4	1	-0.8	35*	-17	0	-7
18	CC1CCN(C(=O)COC(=O)C2CCN(S(=O)(=O)c3ccc(Cl)c(C(F)(F)F)c3)CC2)CC1	-2	-1	-0.8	0.9	1	-0.3	-4	-1	3	-1
19	CCc1ccccc1NC1c2ccccc2C(=O)N1Cc1ccco1 (centres undefined)	-11	-3	0.7	0.4	0	0.4	6	10	1	1
20	COc1cc(OC)c(C(=O)OC(C)C(=O)NCc2ccc3c(c2)OCO3)cc1OC (centres undefined)	-12	2	0.7	2.5	-2	-0.3	19	-2	3	-1
21	CCOCCn1c(SCc2cccc(C)c2)nc2c1c(=O)[nH]c(=O)n2C	-1	-2	0.2	-1.4	0	-0.5	2	-3	16	0
22	COc1ccc(-c2csc3ncnc(Cl)c23)cc1	-12	2	0.7	0.2	-2	0.3	-19	-3	-2	-1
23	NS(=O)(=O)c1ccc(NC(=O)COC(=O)c2cc3ccccc3cc2O)cc1	-7	-1	-0.3	2.7	1	-0.3	-6	4	-6	-6
24	C[C@H](CO)N1C[C@H](C)[C@@H](CN(C)S(=O)(=O)c2ccccc2)Oc2c(NC(=O)c3ccncc3)cccc2C1=O	2	2	1.1	-0.5	-4	-0.2	11	-10	-3	1
25	Cc1ccc(C)c(S(=O)(=O)N2CCN(C(=O)Cc3sc(C)nc3-c3ccc(F)cc3)CC2)c1	7	-4	-1.0	1.1	3	0.0	10	0	-16	-2
26	C=CS(=O)(=O)N(Cc1ccc(Cl)c(Cl)c1)C[C@@H](O)CO	1	-32	x	-2.0	2	-1.3	5	-9	1	1
27	O=[N+]([O-])c1ccc(NC(=S)NCCc2ccc(Cl)cc2)cc1	-12	-9	1.8	3.3	6	6.9*	-10	5	-15	-1
28	C[C@@H]1CN([C@@H](C)CO)C(=O)c2cc(Br)cnc2O[C@H]1CN(C)C(=O)c1ccc2c(c1)OCO2	x	5	0.0	-1.4	-3	-0.8	8	-2	5	-1
29	O=C(NCc1ccco1)C1CCN(c2nc3ccccc3n2Cc2ccc(F)cc2)CC1	-3	-7	-0.2	2.1	-2	-0.8	1	1	-2	-6
30	Cn1c(=O)cc(SCC(=O)N2CCN(c3ccccc3)CC2)c2ccccc21	-4	-6	1.4	-0.9	2	-0.5	5	2	3	3
31	Cc1ccc(NC(=O)Cn2c(=O)c(C)nc3ccccc32)cc1	-2	3	2.6	-0.4	-3	-0.6	-22	-10	-8	-2
32	O=C(c1ccc(COc2ccccc2Br)o1)N1CCN(c2ccccn2)CC1	15	-8	-0.4	4.2	-1	-0.2	-12	-3	-2	0
33	Cc1c(C(=O)N2CCOCC2)sc(NC(=O)Cc2ccccc2)c1C#N	-5	-2	-0.6	-2.9	2	-0.9	-6	8	0	-3
34	CCOC(=O)C1=C(C)NC(=O)NC1c1ccc(C)o1 (centres undefined)	38	23	-0.1	-1.6	0	-0.8	-5	-7	0	-7
35	CCCCN(CC)C(=S)Nc1ccc2nc(N3CCN(C)CC3)cc(C)c2c1	-3	-2	2.3	-1.6	1	-0.2	1	-1	-5	-4
36	COc1cccc(NC(=O)CCC2CCN(C(=O)Cc3cccc(F)c3)CC2)c1	-5	1	-0.1	-0.8	1	-0.6	12	-2	3	3
37	Cc1ccc(S(=O)(=O)N2CC(=O)Nc3ccccc32)cc1C	-4	-2	0.2	-1.4	-2	-0.5	0	1	1	-1
38	O=C1[C@H]2[C@@H](c3ccc(C(F)(F)F)cc3)N[C@]3(CCCN(Cc4ccccc4)C3=O)[C@H]2C(=O)N1Cc1ccccc1	x	-5	-0.4	0.1	3	0.4	-7	2	4	0
39	COCCCNCCCCOc1ccccc1-c1ccccc1	1	2	-1.1	-1.4	-1	-0.7	9	-3	-2	-3
40	CC(=O)C1=C(C)OC(N)=C(C#N)C1c1cc2cccc(C)c2nc1Cl (centres undefined)	-10	-3	1.4	-3.3	1	-0.3	-4	0	-6	-4
41	Cc1ccc(OCC(=O)Nc2ccccc2C(N)=O)cc1	-3	-2	0.6	-0.1	-3	-1.5	-1	-3	1	-3
42	CC1CC1c1ccc(/C=C(\C#N)C(=O)Nc2cc(Cl)ccc2Cl)o1 (centres undefined)	-10	6	0.1	-0.2	2	-1.3	-3	-8	1	-14
43	Cc1cccc(OCC(=O)NCC(=O)N/N=C/c2ccc(O)cc2O)c1	-6	1	1.5	-0.3	0	2.5	-3	1	-3	0
44	CC1(C)OC(c2ccccc2)=C/C(=C\C=N\NC(=O)c2ccncc2)O1	-11	3	3.1	0.7	2	0.4	2	-15	-14	-3
45	Cc1noc(C)c1C(=O)OCC(=O)Nc1cccc(F)c1	x	3	-0.4	-1.4	-1	-0.3	2	-9	-5	-1
46	O=C1N/C(=C/c2cccn2-c2ccccc2)C(=O)N1Cc1ccc(F)cc1	-5	-5	2.1	0.0	0	0.1	-12	-3	-9	-5
47	O=C(O)C1C2CCC(O2)C1C(=O)Nc1cnn(Cc2ccccc2)c1 (centres undefined)	-7	-1	-1.5	-2.1	4	0.0	-6	-6	-1	-3
48	CN1C(=O)/C(=C\c2cc(Br)cs2)c2ccccc21	-4	1	0.2	1.8	2	-0.5	-16	-7	-14	-2
49	Cc1cccc(-n2cc(CN3CCN(c4ccccn4)CC3)c(-c3cccc(F)c3)n2)c1	-4	3	4.2	3.2	2	-0.4	7	4	3	0
50	CCCN(CCC)CCCNC(=O)c1cn(CC)c2ccc(S(=O)(=O)N3CCOCC3)cc2c1=O	0	1	0.4	0.1	1	-0.3	-4	4	0	-8
51	COc1ccc(C(=O)Nc2cc(=O)n(C)c(=O)n2C)cc1OC	-5	-5	1.6	-0.4	0	-0.1	-12	-4	3	-2

Reprinted, compounds 41 to 49
nr	compound	Scp1 inh	DNMT1 inh	MsrA inh	LMPTP block	STEP inh	Tb MetRS inh	CendR NRP1 mod	eLon inh	SUMO1-SIM PPI	bovine MsrA act
41	Cc1ccc(OCC(=O)Nc2ccccc2C(N)=O)cc1	-3	-2	0.6	-0.1	-3	-1.5	-1	-3	1	-3
42	CC1CC1c1ccc(/C=C(\C#N)C(=O)Nc2cc(Cl)ccc2Cl)o1 (centres undefined)	-10	6	0.1	-0.2	2	-1.3	-3	-8	1	-14
43	Cc1cccc(OCC(=O)NCC(=O)N/N=C/c2ccc(O)cc2O)c1	-6	1	1.5	-0.3	0	2.5	-3	1	-3	0
44	CC1(C)OC(c2ccccc2)=C/C(=C\C=N\NC(=O)c2ccncc2)O1	-11	3	3.1	0.7	2	0.4	2	-15	-14	-3
45	Cc1noc(C)c1C(=O)OCC(=O)Nc1cccc(F)c1	x	3	-0.4	-1.4	-1	-0.3	2	-9	-5	-1
46	O=C1N/C(=C/c2cccn2-c2ccccc2)C(=O)N1Cc1ccc(F)cc1	-5	-5	2.1	0.0	0	0.1	-12	-3	-9	-5
47	O=C(O)C1C2CCC(O2)C1C(=O)Nc1cnn(Cc2ccccc2)c1 (centres undefined)	-7	-1	-1.5	-2.1	4	0.0	-6	-6	-1	-3
48	CN1C(=O)/C(=C\c2cc(Br)cs2)c2ccccc21	-4	1	0.2	1.8	2	-0.5	-16	-7	-14	-2
49	Cc1cccc(-n2cc(CN3CCN(c4ccccn4)CC3)c(-c3cccc(F)c3)n2)c1	-4	3	4.2	3.2	2	-0.4	7	4	3	0

Screens as filed in PubChem.
